GLP1R cytotox = qHTS of GLP-1 Receptor Inverse Agonists: Cytotox Screen. Potency, µM (doses to about 38.3 µM), inactives show top-dose activity change, negative = inhibition, most hits filed as inhibitors. HEK293 cAMP-luciferase reporter cells, luminescence, 24 h. AID 624418, 2012. 0.13% of 410,000 active;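 further: loss of luciferase light is scored as toxicity; potency means the concentration at half of the fitted maximal effect; on the % scale 0 is the no-effect control and ±100 the full control effect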
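Here, cytotoxicity is scored as loss of luminescence. The MLSMR collection was tested on cells seeded in medium containing 10% Nu serum, with a 24 hr compound exposure preceded by 12 hours of culture.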
EPAC1 ag = qHTS for Agonist of cAMP-regulated guanine nucleotide exchange factor 3 (EPAC1): primary screen | Rap guanine nucleotide exchange factor 3 (Homo sapiens), O95398 | EPAC1 agonist qHTS, biochemical assay; response scale: 100% = response to 6.5 mM cAMP | Potency, µM (highest dose often 154 µM), for inactives: at the top dose activation, actives largely listed as activators | 0.073% of 360,000 active | AID 720707, 2013; further: potency means the concentration at half of the fitted maximal effect; nearly all actives have a fitted effect of over 60% in size
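Read-out is the fluorescence drop as BODIPY-GDP leaves Rap1B (480 nm excitation, 540 nm emission), recorded every 5 minutes over 30 minutes. Reactions held 100 nM EPAC1, 250 nM Rap1B–BODIPY-GDP and 50 uM GDP, with 6.5 mM cAMP setting full activation.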
GLP1R ag = qHTS of GLP-1 Receptor Agonists. Glucagon-like peptide 1 receptor (Homo sapiens), P43220. HEK293 GLP-1R CRE-luciferase, luminescence, 4-6 h; cells express a hypersensitive GLP-1R form. Potency, µM (highest dose often 45.6 µM), inactives show at the highest dose activation, hits mostly activators. 0.007% of 380,000 active. AID 624172, 2012; further: potency means the concentration at half of the fitted maximal effect; % of control where 0% means no effect
EPAC1 antag = qHTS for Antagonist of cAMP-regulated guanine nucleotide exchange factor 3 (EPAC1): primary screen | Rap guanine nucleotide exchange factor 3 (Homo sapiens), O95398 | AID 720709, 2013 | Potency, µM (doses to about 115 µM), inactives show at the highest dose activity change, negative = inhibition, most hits filed as inhibitors | EPAC1 GEF assay, Rap1b-BODIPY-GDP exchange fluorescence | 0.14% of 360,000 active;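 further: potency means the concentration at half of the fitted maximal effect; plate controls were vehicle for no effect and positive control for full effect; nearly all actives have a fitted effect of over 50% in size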
PLK1 PBD inh = qHTS for Inhibitors of PLK1-PDB (polo-like kinase 1 - polo-box domain): Primary Screen; Serine/threonine-protein kinase PLK1 (Homo sapiens), P53350; Potency, µM, inactives show max response, negative = inhibition, usual class: inhibitors; Plk1 PBD binding of FITC phosphopeptide, fluorescence polarization; 2.8% of 360,000 active; further: potency means the concentration at half of the fitted maximal effect; series mostly up to about 57 µM; on the % scale 0 is the no-effect control and ±100 the full control effect; nearly all actives have a fitted effect of over 65% in size
PTHR1 agonist = qHTS for PTHR1 Agonists: Primary Screen; HEK293 GP2 PTHR1 cells, GloSensor cAMP luminescence, 1 h; Parathyroid hormone/parathyroid hormone-related peptide receptor (Homo sapiens), Q03431; Potency, µM (top dose mostly 115 µM), for inactives: at the top dose activation, hits mostly activators; AID 743266, 2014; 0.075% of 410,000 active; further: potency means the concentration at half of the fitted maximal effect; nearly all actives have a fitted effect of over 55% in size; some results filed as inactive show a strong effect at the top dose; inactives centre near -15; many of its hits are not listed in these tables
Target sequence (Q03431 whole entry, looked up): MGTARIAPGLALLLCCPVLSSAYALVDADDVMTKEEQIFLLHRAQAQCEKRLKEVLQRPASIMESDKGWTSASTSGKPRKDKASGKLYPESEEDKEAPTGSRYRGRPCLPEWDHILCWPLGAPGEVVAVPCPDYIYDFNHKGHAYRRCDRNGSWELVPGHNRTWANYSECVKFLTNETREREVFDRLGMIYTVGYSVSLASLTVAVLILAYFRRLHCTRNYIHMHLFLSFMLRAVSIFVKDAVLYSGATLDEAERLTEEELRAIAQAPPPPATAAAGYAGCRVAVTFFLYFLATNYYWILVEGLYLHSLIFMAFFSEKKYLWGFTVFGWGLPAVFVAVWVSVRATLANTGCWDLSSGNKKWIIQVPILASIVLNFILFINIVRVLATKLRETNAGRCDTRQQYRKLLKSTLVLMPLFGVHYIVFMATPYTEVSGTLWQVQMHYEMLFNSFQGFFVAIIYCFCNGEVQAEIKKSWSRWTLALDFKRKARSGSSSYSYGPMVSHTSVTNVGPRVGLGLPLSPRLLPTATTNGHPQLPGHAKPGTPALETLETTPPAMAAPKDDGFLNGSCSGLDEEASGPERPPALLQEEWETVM
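HEK-293-derived GP2 cells expressing PTHR1 and a GloSensor cAMP reporter, 3,000/well, plated overnight, given luciferin plus IBMX (each 0.5 mM as added) for 1 h at 37 °C, then compound for 1 h at 37 °C. Luminescence was read after 15 min at room temperature.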
PI5P4Ka inh = qHTS for Inhibitors of phosphatidylinositol 5-phosphate 4-kinase (PI5P4K). 1.2% of 330,000 active. PI5P4Kalpha enzyme, ADP-Glo luminescence, 60 min; active compounds read low. AID 652105, 2013. max response, %. Phosphatidylinositol 5-phosphate 4-kinase type-2 alpha (Homo sapiens), P48426; active means max response of -50% or lower; inconclusive means between -30% and -50%; inactive means -30% or higher; further: value at the top dose of about 77 µM; on the % scale 0 is the no-effect control and ±100 the full control effect
Target sequence (P48426 whole entry, looked up): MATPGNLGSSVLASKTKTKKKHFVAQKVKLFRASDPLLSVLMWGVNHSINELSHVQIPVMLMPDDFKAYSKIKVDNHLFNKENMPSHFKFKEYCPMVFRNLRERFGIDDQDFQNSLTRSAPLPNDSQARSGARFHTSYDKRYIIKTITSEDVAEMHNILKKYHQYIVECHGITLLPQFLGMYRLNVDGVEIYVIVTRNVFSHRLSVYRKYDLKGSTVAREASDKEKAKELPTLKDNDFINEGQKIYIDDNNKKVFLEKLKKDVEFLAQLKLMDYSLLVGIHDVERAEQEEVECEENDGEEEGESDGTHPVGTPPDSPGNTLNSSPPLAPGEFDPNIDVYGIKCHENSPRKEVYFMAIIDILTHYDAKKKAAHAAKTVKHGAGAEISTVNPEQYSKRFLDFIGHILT
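Enzyme plus substrate dispensed, test compounds pinned in, then ATP (5 microM final) added. After 60 min at RT, ADP-Glo reagent 1 for 45 min and reagent 2 for 30 min preceded luminescence imaging.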
GLP1R inv ag = qHTS of GLP-1 Receptor Inverse Agonists (Inhibition Mode) | Potency, µM (series often up to 38.3 µM), inactives show at the top dose activity change, negative = inhibition, most hits filed as inhibitors | Glucagon-like peptide 1 receptor (Homo sapiens), P43220 | 1.6% of 410,000 active | AID 624417, 2012 | HEK293 GLP-1R CRE-luciferase, luminescence, 24 h; GLP-1R form is constitutively active; further: potency means the concentration at half of the fitted maximal effect; on the % scale 0 is the no-effect control and ±100 the full control effect; nearly all actives have a fitted effect of over 55% in size
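qHTS in 1536-well format: reporter HEK293 cells expressing constitutive GLP-1R activity in DMEM + 10% Nu serum, 24 hr with compounds at 37 deg C, luminescence read after 12 min with detection reagent.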
IL2 activator = qHTS of IL-2 Activators | 0.065% of 360,000 active | IL-2 activation reporter assay, cell-based qHTS; stimulated with anti-CD3/CD4/CD28 beads; in transgenic mouse T cells | activation, % (series mostly up to about 46 µM); in the data active means activation above about 50%; inconclusive means mostly about 30% to 49%; further: 0% is about no effect
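Readout: EGFP and DsRed signals by fluorescent plate cytometry. Unstimulated transgenic mouse T cells received compound 60 min before antibody-bead stimulation, then incubated 18 h at 37 degrees C.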
Starred values were filed as active, the others as inactive; i = inactive; ? = inconclusive; . = not tested or not shown; & = joins results of further samples; [ ] = dose if it differs, or a comment. Unless noted, the call rests on the fitted dose curve; in most records, active means well fitted curve in the direction sought with a large enough effect; inconclusive means small, poorly fitted or top-dose-only effect, or another doubt; inactive means no such curve, though single readings can be large; an effect the other way counts as inactive or inconclusive. This is a subset. The share of hits here may be higher or lower than overall.

Values run as follows: GLP1R cytotox, EPAC1 ag, GLP1R ag, EPAC1 antag, PLK1 PBD inh, PTHR1 agonist, PI5P4Ka inh, GLP1R inv ag, IL2 activator
1) c1cn(CCCNc2ncnc3sc4c(c23)CCC4)cn1
  -15%, 15%, -4%, -6%, -6%, i, 7, -3%, -0.1
2) Cc1ccc(NC(=O)CN(C)C(=O)COC(=O)c2nc3nccc(C)n3n2)cc1
  2%, 10%, 0%, -10%, 2%, 15%, -3, 10%, 0.1
3) COC(=O)c1ccc(Cn2nc(C)c([N+](=O)[O-])c2C)o1
  0%, 0%, -3%, 19%, -4%, -21%, -19, 3%, 0.9
4) CC(=O)N1c2ccc(S(=O)(=O)NCCC(=O)NCc3ccc(Cl)cc3)cc2CC1C (stereo not given)
  -2%, -2%, 4%, -20%, 6%, i, 0, 22%, -2.5
5) Cn1cc(S(=O)(=O)N2CCCCC2)cc1C(=O)Nc1cccc(C#N)c1
  -5%, ., -8%, ., ., -22%, ., 3%, .
6) C=CCNC(=S)Nc1ccc2nc(C)c(C)nc2c1
  4%, 5%, 3%, -2%, -7%, i, 0, 0%, -2.2
7) CC(C)=CCN1CCN(Cc2cccn2-c2nccs2)CC1CCO (stereo not given)
  -3%, 6%, 7%, 2%, 0%, i, 1, ?, 0.3
8) CC1CCc2nc3ccc(S(=O)(=O)N4CCC(C(=O)N5CCCCC5)CC4)cc3c(C(=O)O)c2C1 (stereo not given)
  4%, 13%, 7%, -1%, 0%, -10%, 0, -10%, 6.9
9) CCCCNC(=O)c1ccc2c(c1)NC(=O)C(C(C)C)N2 (stereo not given)
  0%, ., 3%, ., ., -18%, ., -4%, .
10) O=C(N/N=C/c1cccnc1)C1CC1(c1ccccc1)c1ccccc1 (stereo not given)
  1%[7.66 µM], 7%, 12%, ?, -15%, i, 3, 6%[7.66 µM], -0.7
11) COc1ccc(C(CNC(=O)C(C)Oc2ccc(Br)cc2)N2CCOCC2)cc1 (stereo not given)
  9%, -11%, 1%, 12%, 0%, -15%, 0, -5%, -5.6
12) OCC1OC(n2cnc3c(N4CCCCC4)ncnc32)C(O)C1O (stereo not given)
  -17%, 2%, 1%, 9%, 1%, i, -1, 21%, 0.2
13) Cc1nn(Cc2cccc(C(=O)NC34CC5CC(CC(C5)C3)C4)c2)c(C)c1Br
  5%, 14%, 2%, -10%, -4%, -10%[57.5 µM], 4, 2.8µM*, -0.3
14) COc1ccc(Nc2c(C3CC3)nc3nc(C)cc(C)n23)cc1
  -13%, 5%, 1%, -4%, -7%, -26%, -1, -10%, -0.7
15) O=C1N=C2SCCN2/C1=C\c1c(Cl)cccc1Cl
  1%, 6%, -5%, -14%, -23%, i, -19, 0%, 2.1
16) CCn1c(SCc2ccc(OC)cc2)nnc1-c1ccncc1
  -7%, 8%, 1%, 6%, 4%, i, ., 5%, -2.4
17) Cc1nc2c(-c3ccccc3)c(C)nn2c(SCC(N)=O)c1Cc1ccccc1
  2%, -9%, 9%, 2%, 5%, -32%[inhibitor], -1, 5%, 1.2
18) CCCN(CC(=O)Nc1ccccc1C)C(=O)Cc1c[nH]c2ccccc12
  -21%, 2%, -3%, 11%, 0%, i, 4, -26%, -1.7
19) CCCCOc1ccc(-c2nnc(-c3ccco3)o2)cc1
  1%, 12%, -12%, 1%, -6%, -14%[57.5 µM], -3, 0%, -4.1
20) Cc1cccc(N2CCN(c3cccc(C)c3)C2c2cccnc2)c1
  3%, 24%, 2%, 10%, -6%, -24%, ., 0%, -1.2
21) CN(CCOc1ccc(Cl)cc1)C(=O)c1cc(-c2ccco2)nc2ccccc12
  ?, 21%, 2%, -25%, -17%, -33%[inhibitor], 2, 10µM*, -4.6
22) O=C(O)C1C2CCC(O2)C1C(=O)Nc1ccc(F)cc1 (stereo not given)
  3%, 0%, 0%, 1%, -4%, i, 0, 3%, 0.1
23) Cc1sc(NC(=O)CN2CCOCC2)c(C(=O)c2ccccc2)c1C
  -16%, 1%, 10%, 8%, -4%, -2%[57.5 µM], 1, 20%, -5.2
24) COCc1nc2oc3ccc(C)cc3c(=O)c2cc1C(=O)OC
  3%, 6%, 15%, -2%, -19%, -24%, 1, 32%, 0.0
25) COc1ccc(NC(=O)C[C@H]2C(=O)N(CCc3ccccc3)C[C@@H]2Cc2ccccc2)cc1
  -13%, -9%, 5%, -1%, 4%, -29%, -4, ?, 0.8
26) CCc1ccc(CNC(=O)c2cc3c(=O)n(CC)c4ccccc4c3s2)cc1
  4%, ., 0%, ., ., -45%[inhibitor], ., -5%, .
27) Cc1cc(C)cc(NC(=O)Cn2nnc(C(=O)NCc3ccco3)c2N)c1
  -14%&-13%, -8%, -3%&0%, ?, 4%, -11%&-12%, -3, ?, -2.8
28) Cn1c(SCC(=O)Nc2ccc3c(c2)OCCO3)nnc1-c1cccnc1
  17%, 9%, 5%, 15%, -9%, 6%, 3, 7%, 1.8
29) O=c1[nH]cnc(O)c1Nc1cccc(Cl)c1
  -11%, -6%, 0%, 6%, 1%, i, 0, 4%, 1.0
30) COc1ccc(N2CCN(S(=O)(=O)c3cc(C)ccc3OC)CC2)cc1
  3%, 11%, 32%, -24%, -4%, -9%, 0, -15%, -0.3
31) CC(C)(C)c1ccc(C(=O)NCCCn2ccnc2)cc1
  -10%, 9%, 12%, 1%, -10%, -8%, 0, -28%, -0.6
32) CCOc1ncccc1C(=O)NCc1ccccc1Cl
  -1%, 6%, 1%, 1%, 1%, -13%, -3, 22%, -0.4
33) CCN1CCN(C(=O)C23CCC(C)(C(=O)C2Br)C3(C)C)CC1 (stereo not given)
  4%, 10%, -5%, 0%, -8%, i, 0, 11%, -0.2
34) CCN1CCCC1CNC(=O)Cn1cnc2sc(C)c(S(=O)(=O)N3CCC(C)CC3)c2c1=O (stereo not given)
  2%, 7%, -3%, 0%, -7%, -12%, 0, 1%, -0.7
35) Cc1cc(-c2ccc(C(=O)O)s2)cnc1N
  2%, 7%, -1%, -11%, -5%, -7%, ?, 4%, -0.4
36) Brc1ccc(OCCCN2CCOCC2)cc1
  -1%, 1%, 0%, 2%, -7%, i, 7, 1%, -0.5
37) Cc1cc(C)cc(-n2ccnc2SCC(=O)Nc2ccc(C)c(Cl)c2)c1
  1%, ., -1%, ., ., i, ., 8.9µM*, .
38) CN(C(=O)COC(=O)c1cc(Br)c(Br)s1)C1CCS(=O)(=O)C1 (stereo not given)
  67%[activator], 5%, -5%, -8%, -4%, i, 3, 7%, 0.4
39) COc1c(Cl)cc(Cl)cc1C(=O)Nc1ccc(NC(C)=O)cc1
  -11%, -2%, -3%, -7%, 1%, -3%, 0, 3%, -0.9
40) C/C=C/C(=O)N1CC2(CC(c3cccc(NC(=O)CC(c4ccccc4)c4ccccc4)c3)=NO2)C[C@H]1C(N)=O (stereo not given in full)
  ?, 2%, -3%, -15%, -3%, -22%, -7, 0%, 0.0
41) c1cncc(-c2noc(-c3cccc4ccccc34)n2)c1
  2%, 10%, 11%, -1%, 0%, -2%, ., 9%, 1.3
42) Cc1sc2ncnc(NCc3ccco3)c2c1C
  -6%, 6%, 1%, 0%, -5%, -33%[inhibitor], ?, 117%[activator], -4.1
43) S=C(NCCc1ccccc1)NCC1CCCO1 (stereo not given)
  5%, 4%, 0%, -4%, -13%, -13%, 5, 10%, -0.4
44) C=CCNC(=O)C(=O)NCC(c1ccc2c(c1)OCO2)N1CCOCC1 (stereo not given)
  -16%, -2%, -4%, -1%, -29%, i, 0, 1%, -1.2
45) COc1ccc(CCN=C(N)NS(=O)(=O)c2ccccc2)cc1
  7%, 6%, 7%, -8%, -3%, -6%, 4, 20%, -3.2
46) CC(=O)c1ccc(Sc2ccccc2N)c([N+](=O)[O-])c1
  2%, 7%, 7%, -7%, -13%, -15%, -1, -32%, 0.5
47) Nc1ccccc1-c1nnc(-c2ccc(-c3ccccc3)cc2)o1
  10%, 2%, -12%, -6%, -10%, -19%[57.5 µM], ., -2%, -0.8
48) COc1ccc(C(=O)Nc2ccc3c(c2)Cc2ccccc2-3)cc1
  19%, 4%, 3%, -8%, -6%, -12%, 0, -21%, 0.1

From PubChem BioAssay
